TbPYK inhibitor: T. brucei pyruvate kinase inhibition; Q57TT1; TbPYK enzyme, Kinase-Glo Plus ATP luminescence, 45 min; Potency, µM (top dose mostly 76.8 µM), for inactives: at the top dose activity, negative = inhibition, actives largely listed as inhibitors; 410,000 compounds, 0.12% hits; note: potency is the fitted concentration of half-maximal effect; nearly all actives have a fitted effect of over 50% in size
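Readout: single end-point luminescence (Kinase-Glo Plus, 10 min). Reaction conditions were TbPYK/substrate plus 130 uM ADP, 45 min at RT, pH 7.2 TEA buffer. No-enzyme wells served as controls, and data were normalized before concentration-response fitting.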
HCV inh: inhibitors of hepatitis C virus infection. Huh7.5.1 HCVcc-Cre infection, luciferase reporter, 44 h. Potency, µM (highest dose often 41.8 µM), for inactives: top-dose activity change, negative = inhibition, hits mostly inhibitors. 340,000 compounds, 3.4% hits. AID 651820; note: potency is the fitted concentration of half-maximal effect
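Whole-lifecycle infectious HCVcc-Cre system; cells 1,000/well, compound then virus (~0.5 moi) added 4 h after plating, 44 h culture. Luciferase read 15 sec following 15 min substrate incubation, room temp.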
HCMV antiviral: human cytomegalovirus inhibition. HFF cells, HCMV-luciferase reporter, 72 h; hits give low values. activity change, negative = inhibition, % at 57.5 µM. 410,000 compounds, 4.5% hits; in the data active = activity change below about -60%; inconclusive = no clear call, values can overlap the other calls; inactive = above about -39%
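Human foreskin fibroblasts infected with luciferase-reporter HCMV at MOI 1 PFU/cell, compounds at two doses. Luciferase measured 72 h post infection; normalized to buffer-only basal and Salinomycin (10uM) controls.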
AMA1 RON2 block: inhibitors of Plasmodium falciparum AMA1-RON2 interaction. AlphaScreen AMA1-biotinylated RON2 peptide binding. Potency, µM (series often up to 58.2 µM), without a hit: at the highest dose activity change, negative = inhibition, actives largely listed as inhibitors. 360,000 compounds, 0.2% hits. AID 720542;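 note: potency is the fitted concentration of half-maximal effect; 0% = vehicle wells and -100% = peptide control; nearly all actives have a fitted effect of over 45% in size; some results filed as inactive show a strong effect at the top dose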
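AMA1 (3D7) with his tag at 25 nM final met compounds first, then biotinylated RON2 peptide at 25 nM; detection used donor plus acceptor beads, 10 µg/mL apiece, read by AlphaScreen after 30 min at room temperature.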
AmpC no deterg: inhibitors of E. coli AmpC beta-lactamase without detergent; P00811; AmpC nitrocefin hydrolysis, absorbance 480 nm, 0.0001% Triton; Potency, µM (doses to about 57.1 µM), inactives show at the highest dose activity change, negative = inhibition, usual class: inhibitors; 330,000 compounds, 0.52% hits; AID 485341;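 note: potency is the fitted concentration of half-maximal effect; plate controls were no compound for no effect and no enzyme for full effect; nearly all actives have a fitted effect of over 20% in size; some results filed as inactive show a strong effect at the top dose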
Target sequence (P00811 whole entry, looked up): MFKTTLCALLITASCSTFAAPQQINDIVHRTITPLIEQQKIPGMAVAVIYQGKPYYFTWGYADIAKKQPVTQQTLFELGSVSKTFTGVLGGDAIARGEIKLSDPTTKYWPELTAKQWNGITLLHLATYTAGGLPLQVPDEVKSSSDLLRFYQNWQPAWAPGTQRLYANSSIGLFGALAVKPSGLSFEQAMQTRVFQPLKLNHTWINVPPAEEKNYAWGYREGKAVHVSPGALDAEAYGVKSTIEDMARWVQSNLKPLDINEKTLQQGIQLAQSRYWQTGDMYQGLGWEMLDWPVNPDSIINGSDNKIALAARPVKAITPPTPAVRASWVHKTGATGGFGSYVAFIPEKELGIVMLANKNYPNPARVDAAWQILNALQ
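20 mM phosphate pH 7.0 + 0.01% (detergent screen) or 0.0001% Triton X-100; 5.3 nM AmpC reagent; cpd preinc 15 min RT; nitrocefin (800 uM stock) to start; A480 q20 s × 4 min; Activity was normalised to no-enzyme and no-compound control wells.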
AmpC detergent: inhibitors of E. coli AmpC beta-lactamase with detergent; AmpC hydrolysis of nitrocefin, absorbance 480 nm, 0.01% Triton; Potency, µM (doses to about 114 µM), without a hit: at the top dose activity change, negative = inhibition, actives largely listed as inhibitors; 370,000 compounds, 0.041% hits; AID 485294;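 note: potency is the fitted concentration of half-maximal effect; 0% = no-compound wells and -100% = no-enzyme wells; nearly all actives have a fitted effect of over 25% in size; some results filed as inactive show a strong effect at the top dose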
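20 mM phosphate pH 7.0 + 0.01% (detergent screen) or 0.0001% Triton X-100; 5.3 nM AmpC reagent; cpd preinc 15 min RT; nitrocefin (800 uM stock) to start; A480 q20 s × 4 min; Activity was normalised to no-enzyme and no-compound control wells.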
LmPK inhibitor: LmPK (Leishmania mexicana) enzyme inhibition; Q27686; purified LmPK, Kinase-Glo ATP luminescence, 1 h; Potency, µM (series often up to 57.5 µM), for inactives: at the highest dose activity change, negative = inhibition, most hits filed as inhibitors; 290,000 compounds, 0.37% hits; note: potency is the fitted concentration of half-maximal effect
Target sequence (Q27686 whole entry, looked up): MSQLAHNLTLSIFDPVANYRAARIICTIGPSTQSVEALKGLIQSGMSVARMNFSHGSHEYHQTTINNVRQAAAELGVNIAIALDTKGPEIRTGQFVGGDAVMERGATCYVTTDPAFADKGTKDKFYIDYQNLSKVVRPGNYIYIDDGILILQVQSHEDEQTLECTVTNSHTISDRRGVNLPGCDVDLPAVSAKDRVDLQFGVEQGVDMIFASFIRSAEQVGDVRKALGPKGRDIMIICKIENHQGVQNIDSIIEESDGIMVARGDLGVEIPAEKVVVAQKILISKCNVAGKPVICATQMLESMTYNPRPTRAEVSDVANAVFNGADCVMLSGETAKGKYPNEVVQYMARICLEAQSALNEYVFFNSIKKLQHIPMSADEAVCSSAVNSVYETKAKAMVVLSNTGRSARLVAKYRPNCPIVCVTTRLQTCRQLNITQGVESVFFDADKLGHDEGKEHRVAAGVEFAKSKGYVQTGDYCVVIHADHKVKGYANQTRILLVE
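qHTS format; LmPK 0.1 nM; substrates PEP 0.5 mM and ADP 0.1 mM. One-hour room-temperature incubation, then coupled luciferase luminescence; 0.5 nM enzyme wells mark activation.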
The depositor's hits bear a star; ? = inconclusive; · = no result given; & = joins results of further samples; [ ] = dose if it differs, or a comment. Unless noted, calls come from the whole dose curve; as a rule, active = well fitted curve in the direction sought with a large enough effect; inconclusive = small, poorly fitted or top-dose-only effect, or another doubt; inactive = no such curve, though single readings can be large; an effect the other way counts as inactive or inconclusive. Unless noted, % is set by controls: 0 for no effect and ±100 for the full control effect.

SMILES | TbPYK inhibitor | HCV inh | HCMV antiviral | AMA1 RON2 block | AmpC no deterg | AmpC detergent | LmPK inhibitor
NS(=O)(=O)c1ccc(N/N=C/c2cn(-c3ccccc3)nc2-c2cccs2)c([N+](=O)[O-])c1 | 6% | 11µM* | -113* | -25% | -24% | ? | -4%
COCCn1c(SCC(=O)Nc2cccc(NC(C)=O)c2)nc2c([nH]c3ccccc32)c1=O | -8% | -3% | 48 | 5% | 2% | -12% | -1%
CC1CCCCC12C(=O)NC(=O)NC2=O (stereo not drawn) | -6% | 11% | 4 | -5% | · | · | ·
Cc1ccc2nc(-c3ccccc3)c(Cc3ccccc3C(F)(F)F)n2c1 | -7% | · | 15 | -4% | · | · | ·
CSc1nc(O)c(C(c2ccccc2)c2c(O)nc(SC)[nH]c2=O)c(=O)[nH]1 | -14% | 3% | 51 | 2% | -1% | 5% | -1%
Cc1ccccc1NC(=O)CCN1C(=O)c2ccccc2C1=O | -5% | 19% | -20 | -6% | -5% | 0% | -2%
CCCCCn1c(SCC(=O)c2ccccc2)nc2cc(C(=O)NCc3ccco3)ccc2c1=O | -3% | -4% | -13 | 17% | -20% | -8% | 1%
O=C(Nc1ccc(F)cc1)c1ccc(Cn2cnnn2)cc1 | 8% | 29% | -19 | 10% | -23% | 0% | -11%
Cc1ccccc1NC(=O)N1CCCN(c2ccc(C#N)cn2)CC1 | 0% | 1% | 49 | 0% | -16% | -3% | -9%
CCCOc1ccc(CNC(=S)NCc2ccc(OC(C)C)cc2)cc1 | -7% | ? | -35 | 21% | -31% | -19% | 5%
CCCOc1ccc(N2CC(C(=O)NCCc3ccc(OC)c(OC)c3)CC2=O)cc1 (stereo not drawn) | -5% | -22% | 0 | -1% | 84%[activator] | -7% | 3%
COc1ccc(Nc2nc(C)cc(=O)[nH]2)cc1 | -2% | 8% | 23 | -7% | -16% | 1% | 7%
CCOc1ccc(N2C(=O)CC(SC(=NC)Nc3cccc(F)c3)C2=O)cc1 (stereo not drawn) | 0% | 1% | -15 | -4% | 20% | -5% | 15%
CN(C)C(=O)NC(NC(=S)Nc1ccccc1)C(Cl)(Cl)Cl (stereo not drawn) | -16% | 11% | -35 | -12% | -29% | 1% | -3%
O=c1cc(-c2ccccc2)c2ccccc2[nH]1 | -6% | ? | 13 | -5% | -16% | -12% | -4%
NS(=O)(=O)c1cccc(NC(=O)CC2(CC(=O)O)CCCC2)c1 | 2% | 4% | ? | -9% | -5% | -10% | 0%
COC(=O)c1nc(-c2ccc(C)cc2)oc1N(C)C | 3% | -10% | 82 | -7% | 18% | ? | 12%
Cc1ccc(S(=O)(=O)N2CCOCC2)cc1NC(=O)COC(=O)Cc1cccs1 | 7% | 33%[activator] | -5 | -19% | -15% | ? | ·
O=C(NCc1ccco1)c1cnn2c(C(F)(F)F)cc(-c3cccs3)nc12 | 0% | -15% | 79 | -2% | -21% | ? | -2%
COc1cc([N+](=O)[O-])c(N2CCOCC2)c([N+](=O)[O-])c1OC | -5% | -18% | ? | 3% | 25% | 3% | 0%
CCCn1c(SCC(=O)Nc2cc(Cl)ccc2Cl)n[nH]c1=O | -6% | -26% | 13 | -6% | -25% | 2% | 1%
CC1CCc2nn(CC(=O)Nc3ccc(F)cc3F)cc2C1 (stereo not drawn) | -3% | 18% | -17 | 14% | 40µM* | ? | 0%
Cc1nc(N2N=C(c3ccc(Cl)cc3)CC2c2ccco2)sc1C(=O)N(C)C (stereo not drawn) | -4% | ? | 19 | 6% | 25%[11.4 µM] | -14% | -1%
CCOc1ccc(CCNC(=O)c2cc3c(=O)n(C)c4ccccc4c3n2C)cc1 | 5% | · | -15 | · | · | 10% | ·
CCOCCCNC(=O)CN1C(=O)COc2ccc(S(=O)(=O)N3CC(C)CC(C)C3)cc21 (stereo not drawn) | 0% | -10% | ? | -2% | 94%[activator] | -1% | 9%
SMILES | TbPYK inhibitor | HCV inh | HCMV antiviral | AMA1 RON2 block | AmpC no deterg | AmpC detergent | LmPK inhibitor
CCCCN1C(=S)NC[C@@H]1Cc1ccc(O)cc1 | -13% | 13% | 14 | 43%[activator] | -22% | 10% | 1%
Nc1[nH]n2c(=O)cc(-c3ccccc3)nc2c1N=Nc1ccc(S(N)(=O)=O)cc1 | -2% | 1% | -9 | 35%[activator] | -6% | -2% | -9%
CC1(C)OCC(C2CC(c3ccccc3)NS(=O)(=O)O2)O1 (stereo not drawn) | 1% | 6% | -31 | 26% | -15% | -8% | 1%
Cc1c(-c2cc(C(=O)O)c3ccccc3n2)cnn1C | -6% | 5% | 11 | -8% | -9% | 2% | -1%
CN(C)CCOCCOc1ccc(Cl)cc1Br | -3% | ? | 35 | -17% | 77%[activator] | -1% | 3%
CCC(Cc1ccccc1)NC(=O)CN1C(=O)COc2ccc(S(=O)(=O)N3CCCCCC3)cc21 (stereo not drawn) | -9% | · | 1 | · | · | -7% | ·
CC(C)(C)N(Cc1ccccc1)C(=O)c1cc2ccccc2o1 | 1% | -16% | -18 | 0% | -9% | 2% | -4%
CCCNC(=O)C1(CC2CC(c3ccccc3)=NO2)CCNCC1 (stereo not drawn) | -4% | 4% | -14 | 2% | · | · | ·
COc1ccccc1C(=O)Nc1ccc2c(c1)nc1n2CCN(C2CCCCC2)C1 | 3% | ? | -14 | 20% | 66%[activator] | -12% | -1%
CCOc1ccccc1C(=O)N1CCN=C1SC | 0% | 5% | -3 | 0% | -3% | -17% | 7%
CC(C)n1nc(C(=O)NCCCN2CCCC2=O)c2ccccc2c1=O | -7% | 0% | 45 | 21% | -4% | 4% | -1%
CCn1nnc(-c2ccccc2NS(=O)(=O)c2ccc(C(=O)OC)cc2)n1 | -13% | ? | -29 | 13% | -6% | -8% | 3%
O=C(NCc1ccccn1)Nc1ccc(Cl)cc1 | -5% | 10% | 13 | 4% | · | · | ·
CC(C)c1ccc(N2CCN(C(=O)c3ccccc3NC(=O)/C=C\C(=O)O)CC2)cc1 | -28% | -6% | 55 | -8% | 6% | -3% | 1%
COc1ccc2cc(C(=O)C3CCCN(C(=O)c4csnn4)C3)ccc2c1 (stereo not drawn) | -1% | 3% | 43 | -6% | 63%[activator] | 9% | 7%
c1ccc(CSc2ccc3nnc(-c4ccccn4)n3n2)cc1 | 0% | -20% | 2 | -28% | 17% | ? | 4%
N#C/C(=C\c1cc(Br)ccc1F)C(=O)NC1CC1 | 0% | -1% | 16 | -6% | 192%[activator] | -3% | -6%
O=C(CN(CC1CCCO1)C(=O)CNS(=O)(=O)c1ccccc1)NCc1ccco1 (stereo not drawn) | -1% | 1% | -21 | 13% | 55% | -4% | 3%
CCCCC(=O)N/N=C/c1c(O)n(CCCC)c(=S)[nH]c1=O | 1% | -17% | 54 | 77%[activator] | -18% | 8% | ?
CNC(=S)N(CCc1c(C)[nH]c2ccccc12)Cc1cc(OC)c(OC)c(OC)c1 | 0% | -15% | 42 | -9% | 72%[activator] | ? | -1%
COc1ccc(CCNC(=O)CCCn2c(=O)c3ccccc3n(CC(=O)Nc3cc(Cl)ccc3C)c2=O)cc1OC | -1% | · | 2 | · | · | 22% | ·
N#C/C(C(=O)NCc1ccco1)=C1/SC(Cc2ccc(F)cc2)C(=O)N1c1ccccc1 (stereo not drawn) | 2% | 21%&21% | 27 | -1% | -54% | 1% | 11%
Cc1nc(N)c(C#N)c(-c2ccccc2Cl)c1C | -4% | -2% | -18 | 8% | -14% | ? | -2%
COc1ccccc1CCNC(=O)C(=O)NCC1OCCN1S(=O)(=O)c1ccc(Cl)cc1 (stereo not drawn) | -1% | ? | -18 | -3% | 0% | -9% | -3%
CCOC(=O)c1c(C)[nH]c(C)c1S(=O)(=O)NCC(=O)NCc1ccccc1C | 2% | · | 4 | · | · | -1% | ·

Some of the entries so far, in CSV form.
Compound,TbPYK inhibitor,HCV inh,HCMV antiviral,AMA1 RON2 block,AmpC no deterg,AmpC detergent,LmPK inhibitor
CC(C)c1ccc(N2CCN(C(=O)c3ccccc3NC(=O)/C=C\C(=O)O)CC2)cc1,-28%,-6%,55,-8%,6%,-3%,1%
O=C(NCc1ccccn1)Nc1ccc(Cl)cc1,-5%,10%,13,4%,·,·,·
CNC(=S)N(CCc1c(C)[nH]c2ccccc12)Cc1cc(OC)c(OC)c(OC)c1,0%,-15%,42,-9%,72%[activator],?,-1%
Cc1c(-c2cc(C(=O)O)c3ccccc3n2)cnn1C,-6%,5%,11,-8%,-9%,2%,-1%

The listing continues:
SMILES | TbPYK inhibitor | HCV inh | HCMV antiviral | AMA1 RON2 block | AmpC no deterg | AmpC detergent | LmPK inhibitor
CNC(=O)C1CCC(Cn2c(=O)c3sccc3n(CC(=O)N3CCCCC3C)c2=O)CC1 (stereo not drawn) | 2% | · | -2 | · | · | 8% | ·
O=C(C1CCN(Cc2ccc(F)cc2)CC1)N1CCN(C/C=C/c2ccccc2)CC1 | 7% | ? | ? | -9% | 161%[activator] | 4% | 6%
CN1C(=O)N(c2cccc3ccccc23)C(n2cncn2)C1(C)C (stereo not drawn) | 5% | 14% | -34 | -5% | -5% | -9% | 5%
Cc1ccc2c(c1)nnn2C1CCN(CC(=O)N2CCN(c3ccc(F)cc3)CC2)CC1 | 0% | -4% | -29 | 1% | 142%[activator] | 3% | 4%
CC(C)c1ccc(NC(=O)Cn2ncc3ccccc32)cc1 | 0% | -7% | 37 | 9% | -19% | 1% | -2%
CC12CCC(C(=O)NCc3ccc4c(c3)OCO4)(OC1=O)C2(C)C (stereo not drawn) | -7% | 3% | 31 | 9% | 3% | -14% | 0%
COc1cccc(NC(=O)c2ccc(NCCCN3CC(C)CC(C)C3)c([N+](=O)[O-])c2)c1 (stereo not drawn) | -1% | 7.9µM* | -25 | 2% | 4% | 0% | 10%
CCCC[C@@H]1C[C@H]1[C@@H](NC(=O)c1ccco1)c1ccc(C(=O)OC)cc1 | 1% | 7% | 21 | 2% | · | · | ·
COc1ccc(NC(=O)Cc2coc3cc(C)cc(C)c23)c(OC)c1 | -16% | · | -2 | · | · | -13% | ·
CC1=C(C(=O)N(C(C)C)C(C)C)CC(CC(=O)NCc2ccco2)C(=O)N1CCCN1CCCC1=O (stereo not drawn) | -1% | · | 13 | 1% | · | · | ·
COC(=O)c1ccccc1NN=Nc1ccccc1[N+](=O)[O-] | -3% | · | -101* | -6% | · | · | ·
Cc1cc(C)c2cc(C#N)c(SCC(=O)NCc3ccco3)nc2c1 | -1% | ? | -3 | -15% | -17% | 3% | 10%

Source: PubChem

This is a random part of the collection (roughly 7.5% active in at least one column).
